Compound activity deposited in PubChem BioAssay by Sanford-Burnham Center for Chemical Genomics.
beta cell repl: induces beta-cell replication in MIN6 cells; proliferation, % at 10 µM; MIN6 cells proliferation, ATPlite luminescence, 48 h; cells starved in 0.2% serum; 100% = growth in 10% serum; 330,000 compounds, 0.29% hits;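 active = compounds whose signal lies at least 3.5 SD above the mean of all wells on their plate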;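 note: 0% = DMSO-treated cells in low-serum medium and 100% = 10% serum control; some compounds called inactive have numbers as strong as hits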
SENP8 block-1: inhibitors of human SENP8 protease | Q96LD8 | recombinant SENP8, Nedd8 substrate fluorescence | inhibition, % at 20 µM | 360,000 compounds, 0.64% hits | AID 602440; in the data active = inhibition mostly above about 40%, no sharp cut-off; inactive = mostly below about 27%
Target sequence (Q96LD8 whole entry, looked up): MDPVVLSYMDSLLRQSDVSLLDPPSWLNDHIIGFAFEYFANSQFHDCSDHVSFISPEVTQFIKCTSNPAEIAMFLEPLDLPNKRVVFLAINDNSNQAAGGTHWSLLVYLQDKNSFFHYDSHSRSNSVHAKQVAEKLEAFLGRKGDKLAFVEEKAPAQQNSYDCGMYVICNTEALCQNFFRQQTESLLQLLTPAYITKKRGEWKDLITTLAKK
HKDC1 inhibitor: HKDC1 (human) hexokinase inhibition | inhibition, % at 20 µM | Q2TB90 | AID 493160 | 340,000 compounds, 0.16% hits | recombinant HKDC1, G6PDH/diaphorase resazurin coupled fluorescence;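 active = inhibition above about 35% when tested at 20 µM, limit read from the data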;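 note: plate controls were DMSO wells with enzyme for no effect and DMSO wells lacking enzyme for full effect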
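Assay system: recombinant HKDC1 hexokinase; detection: coupled resazurin fluorescence, excitation 525 nm, emission 613 nm; benchmarks: DMSO-plus-enzyme-mix negative control, buffer-substituted positive control; compound dosing: single 20 µM dose; schedule: 90 min at room temperature in dark; also added: glucose plus 1 mM ATP as hexokinase substrates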
SENP8 block-2: inhibitors of human SENP8 protease | Q96LD8 | purified SENP8, Z-RLRGG-aminoluciferin cleavage, luminescence | inhibition, % at 10 µM | 330,000 compounds, 1.2% hits | AID 2540; in the data active = inhibition above about 50%
PfGluPho inh: PfG6PD (Plasmodium falciparum) enzyme inhibition; PfGluPho enzyme, NADPH resazurin-diaphorase fluorescence; inhibition, % at 20 µM; 350,000 compounds, 0.78% hits;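 active = inhibition reaching at least a set limit at 20 µM in the primary screen, cut at about 59% in these data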;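 note: 0% = DMSO wells with substrate and 100% = DMSO wells lacking glucose-6-phosphate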
SENP6 inh: inhibitors of human SENP6 protease; 330,000 compounds, 1.8% hits; Q9GZR1; Recombinant SENP6 catalytic domain, aminoluciferin luminescence; inhibition, % at 10 µM;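 active = inhibition above about 50% at the single tested dose, limit read from the data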;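 note: plate controls were DMSO wells with enzyme for no effect and DMSO wells lacking enzyme for full effect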
SENP1 FRET inh: blocks the human SENP1 SUMO protease catalytic domain; Q9P0U3; recombinant SENP1 catalytic domain, CyPet-SUMO1-YPet FRET cleavage; inhibition, % at 10 µM; 360,000 compounds, 0.21% hits; AID 624204;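 active = inhibition at least 30% at 10 µM, raw YFP signal under a set limit, fluorescence ratio 0.5 to 1.5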;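 note: 0% = enzyme with DMSO and 100% = no enzyme wells; some results filed as inactive read as strong as hits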
Target sequence (Q9P0U3 419-644 limits assumed): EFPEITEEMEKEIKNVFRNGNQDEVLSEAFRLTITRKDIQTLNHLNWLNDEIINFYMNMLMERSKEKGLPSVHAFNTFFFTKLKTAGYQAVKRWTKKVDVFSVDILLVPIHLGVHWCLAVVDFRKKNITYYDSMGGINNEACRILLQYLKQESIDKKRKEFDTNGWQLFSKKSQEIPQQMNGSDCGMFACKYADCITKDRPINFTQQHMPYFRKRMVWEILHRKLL
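Assay system – human recombinant His6-tagged SENP1 catalytic domain enzyme · Input – SENP1 enzyme, 20 pM final · Buffer or medium – Tris pH 8 buffer plus EDTA, NaCl, BME, BSA, NP40, catalase · Schedule – 50 min reaction at room temperature · Technique – FRET read of cyan and yellow fluorescence · Control set – no-enzyme wells low, DMSO-plus-enzyme wells high control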
SENP7 block: blocks the human protease SENP7; 330,000 compounds, 1.5% hits; AID 434973; Q9BQF6; recombinant SENP7, Z-RLRGG-aminoluciferin luminescence, 40 min; inhibition, % at 5 µM;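 active = inhibition above about 50% at the single test dose, limit read from the data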;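 note: plate controls were DMSO with enzyme for no effect and no enzyme buffer wells for full effect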
Target sequence (Q9BQF6 706-1050 limits assumed): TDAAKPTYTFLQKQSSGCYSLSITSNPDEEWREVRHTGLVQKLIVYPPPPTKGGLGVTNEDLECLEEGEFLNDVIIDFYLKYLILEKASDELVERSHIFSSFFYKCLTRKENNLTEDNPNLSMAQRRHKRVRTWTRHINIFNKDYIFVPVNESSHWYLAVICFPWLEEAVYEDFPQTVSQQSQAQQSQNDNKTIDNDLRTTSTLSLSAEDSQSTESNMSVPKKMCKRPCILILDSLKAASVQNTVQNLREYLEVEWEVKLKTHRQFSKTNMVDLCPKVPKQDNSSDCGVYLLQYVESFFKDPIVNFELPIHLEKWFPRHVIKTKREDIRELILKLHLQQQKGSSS
UBC13 polyUb: blocks human UBC13 polyubiquitin chain formation | AID 485273 | TR-FRET | inhibition, % at 20 µM | P61088 | 330,000 compounds, 0.47% hits; in the data active = inhibition above about 45%, passing the limit was not always enough
Target sequence (P61088 whole entry, looked up): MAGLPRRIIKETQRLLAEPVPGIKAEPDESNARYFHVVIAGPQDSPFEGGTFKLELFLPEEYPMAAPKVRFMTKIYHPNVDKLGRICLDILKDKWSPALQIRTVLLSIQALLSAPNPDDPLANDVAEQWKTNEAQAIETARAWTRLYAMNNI
The depositor's hits bear a star; . = not tested or not shown. Rows are unselected; about 4% have a hit in one of these screens.

SMILES	beta cell repl	SENP8 block-1	HKDC1 inhibitor	SENP8 block-2	PfGluPho inh	SENP6 inh	SENP1 FRET inh	SENP7 block	UBC13 polyUb
O=C(NC1=NCCS1)c1cccc2ccccc12	-2	11	-4	-3	-6	-22	2	-4	-3
O=C(NNC(=S)Nc1ccc(C(=O)O)c(O)c1)c1ccncc1	.	6	-3	.	0	.	1	.	.
O=C(CCN1CCOCC1)NNC(=O)Nc1cccc([N+](=O)[O-])c1	-2	16	-4	-5	-13	-15	1	13	-4
C#CCOCCOCCOCCNc1nc(N2CCN(C(=O)[C@H](CCCCN)n3cc(CCC(=O)O)nn3)CC2)nc(N2CCN(C(=O)[C@H](Cc3ccc(O)cc3)n3cc(CCO)nn3)CC2)n1	.	15	-1	.	2	.	0	.	.
CC1Cn2c(COc3ccccc3)nnc2S1 (stereo not given)	-3	13	-5	3	3	-4	0	6	4
COCCn1c(=NC(=O)CSCC(=O)N2CCOCC2)sc2ccccc21	-4	-2	-3	0	3	-2	4	4	-4
CN1/C(=C\C(=O)Nc2ccc(Cl)cc2)C(C)(C)c2ccccc21	-6	-43	1	-7	34	-21	0	-18	-15
O=C(c1ccc(S(=O)(=O)Nc2cccc(C(F)(F)F)c2)cc1)N1CCOCC1	-2	6	-4	-5	1	-9	2	3	1
O=C(NCc1cn2ccccc2n1)c1ccccc1	1	1	-3	-6	-15	-10	2	-8	4
CCOc1cc(NC(=O)c2ccccc2C(=O)O)c(OCC)cc1NC(=O)c1ccccc1F	-4	51*	12	32	38	30	-5	17	-30
Cc1cc(C)cc(NC(=O)C(OC(=O)c2ccc(NC(=O)CC#N)cc2)c2ccccc2)c1 (stereo not given)	1	-21	0	-10	10	-14	-27	11	-14
CC(=O)Nc1ccc(-c2nn[nH]n2)cc1	-2	4	-6	-4	-25	-20	0	-8	-12
Cc1ccn2c(=O)nc(SCC(=O)N3CCCCCC3)nc2c1	3	-24	4	-1	3	-4	-33	2	-13
O=[N+]([O-])c1cc(C(F)(F)F)c(Cl)cc1N1CCN(CCO)CC1	-4	27	-7	0	-7	5	0	8	-2
Cc1c(NC(=O)CSc2ccccc2F)c(=O)n(-c2ccccc2)n1C	-2	20	-2	-7	-5	-2	5	-3	2
CCC(=O)c1cn(CC(=O)OC)c2ccccc12	-1	20	-9	2	-3	0	-4	-4	9
COC(=O)CC1COc2ccccc2N1C(=O)c1ccc(Br)cc1 (stereo not given)	-1	6	1	-3	-2	2	4	5	16
COc1ccc(C(CNC(=O)C(C)Oc2ccc(Br)cc2)N2CCCCC2)cc1 (stereo not given)	-4	9	-2	-8	14	10	0	2	-9
COc1cccc(CNC(=O)[C@H](CC(C)C)NC(=O)N2CCn3c2nc2ccccc23)c1	-2	9	-3	-8	20	4	-2	5	12
CCc1ccc(C(=O)OCC(=O)N2CCCCCC2)cc1	0	18	-5	-3	12	0	1	12	6
Cc1cc(C)n(-c2ccc(C(=O)Nc3ccc(S(=O)(=O)NCc4ccco4)cc3)cc2)n1	-1	12	-6	2	18	18	-2	2	14
O=C(CN1C(=O)C2CCCN2c2ncc(Cl)cc21)NCc1ccc2c(c1)OCO2 (stereo not given)	.	-133	-1	.	-10	.	-33	.	.
Cc1ccccc1NC(=O)CN1C(=O)CSc2ccc(S(=O)(=O)N3CCCCC3)cc21	-3	3	-5	-7	-7	-21	-1	9	-5
O=C(Nc1nnc(C2CC2)s1)c1cncc(Br)c1	-2	-13	-4	-1	7	5	0	1	3
Cc1cc(O)cc(O[C@H]2OC(CO)[C@H](O)[C@@H](O)[C@H]2O)c1 (stereo not given in full)	-4	16	-3	-8	4	1	1	-12	-1
COc1ccc(C2(C)NC(=O)N(CC(=O)Nc3ccc(-c4nc5ccc(C)cc5s4)cc3)C2=O)cc1 (stereo not given)	-5	-411	2	5	5	-24	-51	3	-4
C[C@H](C(=O)O)c1cccc(C(=O)c2ccccc2)c1	0	19	-8	1	-25	-12	4	6	13
CCCc1c(C(=O)NNc2ccc(C)cc2)cnn1-c1ccccc1	-3	5	4	-9	6	-12	2	-6	-1
CCCCNC(=O)c1onc(CSc2ccc(F)c(F)c2)c1C(=O)NCCCC	-7	6	2	4	49	-1	1	-2	17
Cc1ccc(NC(=O)Nc2cccc(F)c2)nc1	0	7	-4	12	5	52*	0	53*	12
CC(Sc1n[nH]c(-c2ccccc2F)n1)C(=O)Nc1ccc(S(N)(=O)=O)cc1 (stereo not given)	-3	6	17	-4	4	-2	0	12	-4
COc1cc(NC(=S)NC(=O)c2ccccc2F)ccc1NC(=O)c1ccco1	-2	20	-4	7	2	7	4	2	22
Cc1ccc(S(=O)(=O)N2CN(Cc3ccco3)c3nc4ccccc4nc32)cc1	-3	-330	-3	4	27	-23	-20	-1	-8
CC(=O)c1ccc(NC(=O)c2ccc(CNc3c(N4CCCC4)c(=O)c3=O)cc2)cc1	-3	22	1	8	5	7	3	8	8
CC(C)NC(=O)CN(Cc1ccc(F)cc1)C(=O)CCC(=O)Nc1ccccn1	0	6	-7	4	4	0	1	4	6
Cc1cccnc1CN1CCN(Cc2nc(Cc3cccc(F)c3)no2)CC1	-3	3	-8	-1	6	4	-6	2	-2
CCOc1ccccc1N(CC(=O)NCCSc1ccccc1)S(C)(=O)=O	4	9	-10	4	14	-10	-2	-2	3
NC(=S)NN=C1CCC(C2CCCCC2)CC1 (stereo not given)	.	1	-6	.	5	.	4	.	.
O=C1CCCN=C(Nc2ccc(F)c(Cl)c2)S1	2	17	0	-1	-23	-10	-1	8	-2
COCCCN1C(=O)/C(=C\c2ccc3c(c2)OCO3)C(C(=O)OC)=C1C	-2	7	-8	7	6	-5	2	5	-2
Cc1ccc(S(=O)(=O)N2CCN(C(=O)COC(=O)c3ccc(Br)o3)CC2)c(C)c1	3	3	-2	-3	3	-3	1	-2	-1
C/C(=N/NC(=O)c1ccc2c(c1)OCO2)c1ccc(Br)s1	-1	0	-7	-11	-2	-2	-1	-6	-16
COc1cc(C(=O)Nc2cc(S(C)(=O)=O)ccc2Cl)ccc1OCC(=O)N1CCOCC1	-1	-10	-7	5	8	-7	-1	1	7
Cc1ccc(SCC(=O)NC(=O)Nc2ccc3c(c2)OCCO3)c(C)c1	0	26	-2	-2	-4	-16	0	6	10
Fc1ccc(CNC(=S)NCc2ccc(F)cc2)cc1	-3	6	-4	4	1	-16	1	2	4
CCc1nc(SCc2ccccc2)n[nH]1	-2	15	1	-1	14	-18	3	13	-2
COc1ccc(-n2c(SCc3cn4c(C)cccc4n3)nc3ccccc3c2=O)cc1OC	4	-6	5	-12	-17	-20	0	-3	1
CCOC(=O)Cn1c(=N)n(CCOc2ccc3ccccc3c2)c2ccccc21	-3	21	5	-16	-14	-21	-3	-5	28
NS(=O)(=O)c1ccc(NC(=O)/C=C/c2cccs2)cc1	-4	-23	-5	-2	0	6	0	6	-17
Cn1sc(NC(=O)c2cccc(Cl)c2)nc1=O	2	9	3	65*	12	69*	3	70*	8
Cc1cc(Cn2nnc(-c3ccc(Br)cc3)n2)cc(C)c1O	-2	5	0	-3	6	4	0	-4	3
CCC(C)[C@H](NC(=O)C1CC(=O)N(c2ccc3c(c2)OCO3)C1)C(=O)NC1CCCCC1 (stereo not given in full)	1	-6	5	-9	-8	9	5	3	4
CCOC(=O)C1CCCN(C2=NC(=O)/C(=C/c3ccc(N(C)C)cc3)S2)C1 (stereo not given)	-4	-19	21	-13	9	-9	-23	7	-97
C[C@H]1O[C@H](O[C@H]2[C@H](O[C@@H]3CC[C@@]4(C)C(CC[C@]5(C)C4CC=C4[C@@H]6CC(C)(C)CC[C@]6(C(=O)O[C@@H]6O[C@H](CO)[C@@H](O)[C@H](O)[C@H]6O)CC[C@]45C)C3(C)C)O[C@H](C(=O)O)[C@@H](O)[C@@H]2O)[C@@H](O)[C@@H](O)[C@@H]1O (stereo not given in full)	-3	4	3	-7	-18	-11	2	8	-15
CCCc1nc2ccccc2c(=O)n1NC(=O)c1c(O)c2ccccc2[nH]c1=O	-2	-39	-3	-2	-14	-8	2	0	-5
CC(C)[C@H](NC(=O)[C@@H]1CSC2c3ccccc3C(=O)N21)C(=O)N1CCCCC1 (stereo not given in full)	-2	1	-5	7	19	7	1	5	5
CC(OC(=O)c1ccc2ncsc2c1)C(=O)Nc1cccc(Cl)c1 (stereo not given)	2	-28	2	-2	8	-3	-34	0	20
COc1ccc(C2SCCN2C(=S)Nc2cccc(Cl)c2)cc1 (stereo not given)	0	15	11	-1	37	-12	1	3	6
COc1ccc(C(CCNCc2ccc(F)cc2)c2ccc(F)cc2)cc1 (stereo not given)	-6	26	2	0	-5	-7	1	11	19
NC1=NC(c2ccc([N+](=O)[O-])cc2)N(c2ccc(F)cc2)C(N)=N1 (stereo not given)	-1	20	-7	3	26	-22	0	9	7

New compounds follow:
SMILES	beta cell repl	SENP8 block-1	HKDC1 inhibitor	SENP8 block-2	PfGluPho inh	SENP6 inh	SENP1 FRET inh	SENP7 block	UBC13 polyUb
COc1ccc(-c2nnn(CC(=O)N(Cc3ccc(F)cc3)C(C(=O)NC3CCCC3)c3ccc(F)cc3)n2)cc1 (stereo not given)	-3	3	-8	-4	-7	-12	2	-11	-9
O=C(/C=C/c1cccc([N+](=O)[O-])c1)NCC1CCCO1 (stereo not given)	-1	5	3	-2	-2	-4	-1	-2	-5
CCN(CC)c1ccc(NS(=O)(=O)c2ccc(-c3ccc(=O)[nH]n3)o2)c(C)c1	-5	20	2	-7	37	-11	2	0	0
O=C(CCC(=O)Nc1ccc(F)cc1)N/N=C/c1ccc(Br)cc1	0	14	-4	-2	-1	-18	7	6	7
Clc1ccc(OCc2nnc(-c3ccccc3Br)o2)cc1	-1	-1	1	-11	-6	2	-7	-2	2
O=C(O)CCc1ccc(-c2ccc(Br)cc2)n1Cc1ccco1	-2	-176	3	7	0	10	-16	3	7
N/C(=N\OC(=O)N1CCOCC1)c1ccc(Cl)cc1	-1	-2	-5	-13	7	0	0	-1	-13
CCOc1ccc(NS(=O)(=O)c2ccc(NC(=S)NC(C)=O)cc2)cc1	-2	25	-6	-2	-12	-26	2	1	-9
C=CCNC(=O)/C(=C/c1ccc(Br)cc1)NC(=O)c1ccccc1OC	-4	-1	6	-6	-27	-16	1	0	-10
C[C@H](CO)N1C[C@H](C)[C@@H](CN(C)Cc2ccc(-c3ccccc3)cc2)Oc2c(NS(=O)(=O)c3ccc(F)cc3)cccc2C1=O	-6	9	3	1	20	-15	0	13	4
Cc1ccc2cccc(Oc3nnnn3-c3ccccc3)c2n1	0	12	5	-5	36	13	1	-7	-4
